High-throughput results: PubChem, Sanford-Burnham Center for Chemical Genomics
Mdm2 MdmX PPI: disrupts the human Mdm2-MdmX interaction. inhibition, % at 8 µM. SaOS-2 split-luciferase Mdm2/MdmX complementation, luminescence. O15151+Q00987. AID 485346. 3% of 330,000 active;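 active = inhibition of at least 50% at 8 µM in the primary screen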
Target sequence (O15151 whole entry, looked up): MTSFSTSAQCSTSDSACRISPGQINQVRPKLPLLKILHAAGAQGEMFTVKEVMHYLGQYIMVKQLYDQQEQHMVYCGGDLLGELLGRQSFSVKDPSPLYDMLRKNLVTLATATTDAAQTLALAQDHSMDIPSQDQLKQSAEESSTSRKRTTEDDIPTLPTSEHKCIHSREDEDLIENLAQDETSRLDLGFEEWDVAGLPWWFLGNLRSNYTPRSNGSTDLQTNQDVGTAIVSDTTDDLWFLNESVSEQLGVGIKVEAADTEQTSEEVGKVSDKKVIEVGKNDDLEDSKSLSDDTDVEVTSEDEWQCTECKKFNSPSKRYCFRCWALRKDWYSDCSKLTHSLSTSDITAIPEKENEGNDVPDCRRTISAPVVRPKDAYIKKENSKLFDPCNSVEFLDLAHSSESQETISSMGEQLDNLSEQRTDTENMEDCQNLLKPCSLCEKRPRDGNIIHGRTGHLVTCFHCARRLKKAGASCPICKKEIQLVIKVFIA
Target sequence (Q00987 whole entry, looked up): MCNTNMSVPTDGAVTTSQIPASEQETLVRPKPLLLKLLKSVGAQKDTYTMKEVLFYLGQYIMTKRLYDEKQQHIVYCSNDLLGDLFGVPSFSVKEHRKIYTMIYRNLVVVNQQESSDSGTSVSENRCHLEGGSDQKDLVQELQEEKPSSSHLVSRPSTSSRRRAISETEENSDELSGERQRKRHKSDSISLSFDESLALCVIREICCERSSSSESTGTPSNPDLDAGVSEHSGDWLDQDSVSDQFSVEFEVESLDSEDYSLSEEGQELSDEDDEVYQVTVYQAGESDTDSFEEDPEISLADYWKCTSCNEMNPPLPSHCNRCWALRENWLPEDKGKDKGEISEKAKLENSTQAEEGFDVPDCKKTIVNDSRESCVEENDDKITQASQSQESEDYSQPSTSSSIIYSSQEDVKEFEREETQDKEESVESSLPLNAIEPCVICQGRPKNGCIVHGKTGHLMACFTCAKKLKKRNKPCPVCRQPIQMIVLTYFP
Jurkat NFkB inh: lowers PMA/ionomycin-induced NF-kB signal in Jurkat cells. inhibition, % at 4 µM. 0.53% of 330,000 active. PMA/ionomycin-induced NF-kB luciferase reporter, luminescence; in the data active = inhibition above about 50%
APJ ag: agonists of human APJ apelin receptor | P35414 | CHO-K1 APJ PathHunter beta-arrestin, luminescence; 0% DMSO wells, 100% apelin | activation, % at 20 µM | 0.11% of 330,000 active | AID 2520;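 active = activation more than six SD over the plate average, tested at 20 µM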;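 note: 0% = DMSO alone and 100% = apelin-13 at 10 nM; some results filed as inactive read as strong as hits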
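Test system: CHO-K1 APJ beta-arrestin complementation cell line | Compound: Single test compound dose, 20 µM final, 1% DMSO | Incubation: Compound 90 min 25 °C, reagent 1 h | Measured by: beta-gal luminescence | Read-out basis: APJ–arrestin association signal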
UPR CHOP act: activators of apoptotic arm of unfolded protein response (CHOP). CHO-CHOP luciferase reporter, UPR activation, luminescence; percent of tunicamycin response over DMSO baseline. activation, % at 10 µM. 0.34% of 330,000 active;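 active = at 10 µM dose, activation of 40% or more, normalized to positive control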;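 note: 100% = tunicamycin at 10 µg/mL and 0% = DMSO alone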
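System: CHO CHOP reporter cells. Amount: 500 cells per well. Buffer or medium: F12 medium, 10% FBS. Compound dosing: one dose, 10 µM in 0.5% DMSO. Incubation: 6 h compound exposure at 37 °C after overnight seeding. Technique: Steady-Glo luciferase luminescence. Benchmarks: tunicamycin and DMSO controls.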
tim23-1 inh: tim23-1 yeast growth inhibition; S. cerevisiae tim23-1 growth, BacTiter-Glo luminescence, 24 h; AID 463212; inhibition, % at 20 µM; 1.3% of 330,000 active;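 active = growth inhibition of the mutant yeast at or above 50%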;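 note: temperature-sensitive mutant grown at 25 °C; plate controls were DMSO-treated mutant yeast for no effect and medium wells lacking yeast for full effect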
XBP1 UPR activ: adaptive UPR (XBP1) activation; activation, % at 20 µM; CHO-XBP1 luciferase reporter, IRE1-XBP1 UPR activation, luminescence; percent of tunicamycin response, DMSO as zero; 0.33% of 330,000 active; AID 463104;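 active = versus positive control, 20 µM dose yields 30% or more activation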;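 note: 100% = tunicamycin at 10 µg/mL and 0% = DMSO only wells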
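Material: CHO cell line with stable XBP1 luciferase reporter; schedule: 16-18 h cell attachment at 37 °C, then 6 h compound exposure; signal: glow luminescence from Steady-Glo reagent; medium: serum-containing F12 medium, 10% FBS; benchmarks: tunicamycin 10 µg/mL and vehicle-only wells; read-out: percent activation relative to tunicamycin reference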
697 NFkB inh: inhibitors of the PMA/ionomycin-induced NF-kB reporter in 697 B cells. 697 B-cell NF-kB luciferase reporter, 16 h. inhibition, % at 4 µM. 0.33% of 330,000 active; in the data active = inhibition above about 35%
APJ antagonist: blocks the human apelin receptor APJ; P35414; CHO-K1 APJ beta-arrestin complementation, luminescence; inhibition, % at 20 µM; 0.32% of 330,000 active; AID 2521;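 active = inhibition above about 40% at 20 µM, limit read from the data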;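 note: cells challenged with 10 nM apelin-13 agonist together with compound; plate controls were apelin-13 plus DMSO wells for no effect and DMSO wells lacking apelin-13 for full effect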
Numbers without * were called inactive.

SMILES	Mdm2 MdmX PPI	Jurkat NFkB inh	APJ ag	UPR CHOP act	tim23-1 inh	XBP1 UPR activ	697 NFkB inh	APJ antagonist
O=C(c1ccc(S(=O)(=O)N2CCOCC2)cc1)N(c1ccccc1)C1C=CS(=O)(=O)C1 (centres undefined)	13.3	-3.5	2.3	1.3	-10.2	-3.4	9.4	11.1
COc1cccc(NS(=O)(=O)c2cc(C)ccc2OC)c1	3.7	-22.4	-2.2	-1.3	0.2	-1.4	3.1	-20.2
CC[N+](CC)(CCO)CCCN1C(=O)C2CC=C(Cl)CC2C1=O (centres undefined)	19.7	0.0	-4.4	-2.8	1.8	-2.0	20.4	22.0
O=C(NCCc1c[nH]c2ccccc12)C(=O)NCC(c1ccco1)N1CCN(c2ccccc2F)CC1 (centres undefined)	14.6	10.2	-0.8	2.9	-13.3	1.5	3.3	-14.5
CCNC(=S)Nc1ccc(C)c(S(=O)(=O)Nc2ccccc2OC)c1	-6.1	15.2	-2.2	0.8	16.2	-1.5	3.5	13.2
COc1ccc2[nH]c(=O)c(CN(CCO)S(=O)(=O)c3ccc(C)cc3)cc2c1	17.7	-1.4	-2.6	4.1	18.0	-2.2	7.9	-6.7
O=C(O)COc1ccc(/C=N/NC(=O)c2ccccc2Br)cc1	-31.6	17.0	-1.1	-0.3	7.8	-3.3	10.6	-5.9
CN(CCOc1ccc(Cl)c(Cl)c1)Cc1ccccc1	4.9	-5.4	-2.9	3.8	-0.2	-1.3	-3.8	-17.2
Cc1cc(F)cc(C)c1Cn1cnc2c(cnn2C(C)(C)C)c1=O	10.2	-4.5	-2.0	0.5	23.7	4.1	-24.1	-8.6
CC(=O)N1CCn2c3c(c4cc(C)ccc42)CCCC31 (centres undefined)	7.0	-1.2	-2.9	3.5	13.9	5.2	6.0	12.2
COc1ccc2c3n(nc2c1)CCN=C3c1cc(Cl)c(N)c(Cl)c1	64.8*	41.0	7.3	1.8	54.7*	5.1	-7.6	4.9
CCCC(c1nnnn1C(C)(C)CC)N(CCCO)Cc1cc2cc(C)cc(C)c2[nH]c1=O (centres undefined)	25.1	-1.3	-3.0	5.0	5.3	0.6	-0.9	13.7
COc1ccc(S(=O)(=O)NCC(=O)N(CC(=O)NCC2CCCO2)c2c(C)cccc2C)cc1 (centres undefined)	6.2	-2.4	2.9	-0.3	3.5	-2.3	-3.1	4.2
O=C(COC(=O)c1ccc[nH]c1=O)NCC12CC3CC(CC(C3)C1)C2	-21.4	16.0	-3.0	2.7	16.0	-0.6	-8.9	-5.8
CCOCCCn1c(SCC(=O)Nc2cccc(OC)c2)nc2ccccc2c1=O	12.4	-2.4	-2.8	0.2	33.4	-4.1	3.9	18.1

The last six entries of the part before come first, to join the parts:
SMILES	Mdm2 MdmX PPI	Jurkat NFkB inh	APJ ag	UPR CHOP act	tim23-1 inh	XBP1 UPR activ	697 NFkB inh	APJ antagonist
CC(=O)N1CCn2c3c(c4cc(C)ccc42)CCCC31 (centres undefined)	7.0	-1.2	-2.9	3.5	13.9	5.2	6.0	12.2
COc1ccc2c3n(nc2c1)CCN=C3c1cc(Cl)c(N)c(Cl)c1	64.8*	41.0	7.3	1.8	54.7*	5.1	-7.6	4.9
CCCC(c1nnnn1C(C)(C)CC)N(CCCO)Cc1cc2cc(C)cc(C)c2[nH]c1=O (centres undefined)	25.1	-1.3	-3.0	5.0	5.3	0.6	-0.9	13.7
COc1ccc(S(=O)(=O)NCC(=O)N(CC(=O)NCC2CCCO2)c2c(C)cccc2C)cc1 (centres undefined)	6.2	-2.4	2.9	-0.3	3.5	-2.3	-3.1	4.2
O=C(COC(=O)c1ccc[nH]c1=O)NCC12CC3CC(CC(C3)C1)C2	-21.4	16.0	-3.0	2.7	16.0	-0.6	-8.9	-5.8
CCOCCCn1c(SCC(=O)Nc2cccc(OC)c2)nc2ccccc2c1=O	12.4	-2.4	-2.8	0.2	33.4	-4.1	3.9	18.1
CC1CC(C)CN(c2cc3c(cc2[N+](=O)[O-])C(=O)N(c2ccccc2)C3=O)C1 (centres undefined)	-34.8	1.7	3.5	6.3	-26.0	15.8	5.4	5.5
CCC(=O)c1ccc(OCCN2CCOCC2)cc1	7.2	-4.4	-0.2	1.9	4.8	-1.0	10.0	11.7
Cc1ccc(C)c(N2CCN(C(=O)Cc3ccc(-n4c(=O)[nH]c5ccsc5c4=O)cc3)CC2)c1	-27.1	1.4	0.0	1.7	-3.9	-1.5	-21.4	3.3
CC(=O)c1c(C)[nH]c(C(=O)OCC(=O)NCCc2ccc(Cl)cc2)c1C	14.3	-3.2	-0.6	3.9	9.8	-0.2	-24.0	-21.8
COc1ccc(CN(C(=O)CSc2nnc(-c3c[nH]c4ccccc34)o2)c2ccc(F)cc2)cc1OC	66.1*	-6.0	18.5	6.7	11.6	-5.2	-51.4	-6.5
COc1ccc(Cl)cc1NC(=O)C1CCN(S(C)(=O)=O)CC1	-19.0	-1.5	-0.7	-0.5	3.2	-0.2	-5.6	18.0
CCCn1c(SCC(=O)N(C)C2CCS(=O)(=O)C2)nc2sc3c(c2c1=O)CCC3 (centres undefined)	3.0	7.5	-2.2	-2.7	-12.1	-2.1	-13.8	11.1
COc1ccc(S(=O)(=O)Nc2ccc(N3CCOCC3)nc2)cc1	11.9	-5.4	1.0	-0.2	12.9	-3.3	3.9	-5.3
CCNc1ccc(S(=O)(=O)N(C)C)cc1NCC(=O)Nc1ccc(F)c(Cl)c1	10.7	-9.8	0.5	-1.2	10.4	-3.0	-25.9	-21.3
O=C(OCC(=O)N1CCN(c2ccccc2)CC1)c1cccc([N+](=O)[O-])c1	-9.9	1.0	8.3	-0.7	17.3	-2.7	11.9	11.3
CCc1ccc(S(=O)(=O)NCc2cn3ccsc3n2)s1	-4.9	1.8	3.6	-2.2	9.8	-0.3	-6.5	-3.1
CC(C)(C)c1ccc(/C([O-])=C(/C(=S)NCc2ccco2)[n+]2ccccc2)cc1	10.9	-18.6	-0.3	-0.3	19.8	-3.6	-12.9	5.5
COCCN(C(=O)COC(=O)Cc1coc2cc(C)ccc12)c1c(N)n(Cc2ccccc2)c(=O)[nH]c1=O	10.3	-9.4	-2.8	-1.2	-0.3	-3.5	-8.6	-39.4
Cc1cc(C(=O)OCC(=O)NCc2cccs2)c2ccccc2n1	15.9	-0.3	-1.7	-0.7	13.4	-3.5	-0.3	-7.5
Cc1c(Br)c([N+](=O)[O-])nn1CC(=O)NC1CCCCCC1	11.4	-1.4	-2.1	1.1	21.1	1.9	-12.5	-8.7
CC(=O)/C(N=Nc1cc2c(cc1[N+](=O)[O-])OCCO2)=C(\C)O	-28.5	-7.8	-3.4	0.7	18.1	-1.7	17.5	-15.7
O=C1OCCN1C(=O)[C@H]1[C@H](c2ccc(F)cc2)C(c2ccc(F)cc2)=NN1c1ccc(Br)cc1	28.6	1.5	3.1	-0.1	36.2	0.0	11.5	-24.3
N#CNC(=Nc1cccc(F)c1)SCc1cccc(F)c1	47.3	10.7	0.0	-2.7	-6.3	0.9	19.4	5.5
CCOC(=O)c1c(NC(C)=O)sc2c(OCCN(CC)CC)c(Br)ccc12	55.2*	-14.1	-4.4	-0.9	5.0	-2.1	-13.8	3.4
c1ccc(-c2nc(NC3CCCC3)c3ccccc3n2)cc1	11.7	-24.1	-1.8	0.2	53.2*	-1.2	-23.3	13.3
CCN(c1ccccc1)S(=O)(=O)c1ccc(Cl)c(NC(=O)CSc2nncs2)c1	10.5	-1.9	-3.2	6.1	7.5	-1.5	-32.5	-19.8
O=[N+]([O-])c1ccc(-c2nc(Nc3cccc(O)c3)c3ccccc3n2)cc1	81.6*	-0.6	4.3	5.3	25.3	33.6*	2.3	-21.2
Cc1cccc(C)c1N(CC(=O)N1CCN(c2ccccc2F)CC1)S(C)(=O)=O	4.0	4.1	-3.3	-0.1	17.4	-7.5	0.8	13.4
CCCCOCCCNC(=O)/C=C/c1ccccc1Cl	-3.0	-6.1	-1.1	-1.2	11.8	-2.4	18.2	5.4
COc1ccc(NS(=O)(=O)c2ccc(NS(=O)(=O)c3cccs3)cc2)cc1	-17.5	8.3	-2.6	0.2	6.6	-3.5	21.2	-8.6
CCc1c(C)sc(NC(=O)c2noc(C)c2[N+](=O)[O-])c1C#N	3.5	3.5	-2.3	1.5	9.7	-1.4	-8.5	-3.4
Cc1cc(C(=O)COC(=O)c2ccc(N)cc2)c(C)n1-c1c(C)n(C)n(-c2ccccc2)c1=O	1.6	-13.6	-0.8	8.7	21.8	-3.0	-7.5	0.7
COc1ccc(N2CCN(CCNC(=O)C3CC(=O)N(C4CCCC4)C3)CC2)cc1 (centres undefined)	17.5	18.0	-0.3	1.0	10.0	-1.0	4.6	3.6
O=C1CC(Nc2ccccc2)C(=O)N1Cc1ccccc1 (centres undefined)	-4.6	-10.1	-3.8	1.8	-9.4	-3.8	-5.7	-1.8
COc1cc(C(=O)NNC(=S)NCc2ccco2)cc(OC)c1OC	16.5	-1.5	-4.0	-0.2	-1.0	-2.0	-1.5	1.4

Compound profiles, from the list above. Order of values: Mdm2 MdmX PPI	Jurkat NFkB inh	APJ ag	UPR CHOP act	tim23-1 inh	XBP1 UPR activ	697 NFkB inh	APJ antagonist
`CCc1c(C)sc(NC(=O)c2noc(C)c2[N+](=O)[O-])c1C#N` is listed as 3.5	3.5	-2.3	1.5	9.7	-1.4	-8.5	-3.4
`CCN(c1ccccc1)S(=O)(=O)c1ccc(Cl)c(NC(=O)CSc2nncs2)c1` is listed as 10.5	-1.9	-3.2	6.1	7.5	-1.5	-32.5	-19.8

The list continues.
SMILES	Mdm2 MdmX PPI	Jurkat NFkB inh	APJ ag	UPR CHOP act	tim23-1 inh	XBP1 UPR activ	697 NFkB inh	APJ antagonist
CC(C)Cn1c(N)c(C(=O)COC(=O)c2ccc(F)cc2)c(=O)n(C)c1=O	-14.0	-3.2	-1.2	2.0	16.9	6.9	-23.6	-2.5
Cc1ccc(CNC(=O)C(=O)NCCC2CCCCN2S(=O)(=O)c2cccs2)cc1 (centres undefined)	13.7	9.4	-4.4	4.2	12.5	-2.3	10.5	4.1
CCN(CCO)C(=S)Nc1cc(S(=O)(=O)N(C)C)ccc1C	8.6	-2.5	-1.4	-0.9	-4.5	-1.8	13.7	3.4
COc1ccc([N+](=O)[O-])cc1NC(=O)C1C2C=CC(C2)C1C(=O)O (centres undefined)	-24.7	-2.3	-4.2	1.5	0.8	4.4	-4.6	-2.9
N=C(N)SCc1ccccc1Cl	-11.1	-4.8	-4.1	1.0	-7.2	-1.4	12.3	6.8
COc1ccc(NC(=O)CN2C(=O)N(C)Cc3ccccc32)c(C)c1	0.7	-16.6	-5.7	0.0	5.3	0.9	-1.2	1.1
Cn1c(=O)c2c(nc(SCc3ccc(C(=O)O)cc3)n2C)n(C)c1=O	-10.3	-5.5	-2.0	1.8	11.4	-3.5	13.8	-6.4
CCn1c(SCC(=O)N2CCC(C(N)=O)(N3CCCCC3)CC2)nnc1-c1ccccc1	21.5	-5.2	-3.8	-0.5	6.5	-5.2	4.6	21.0
COc1ccc(NC(=O)c2cc(S(=O)(=O)N3CCCC3)oc2C)cc1	6.7	-2.8	-0.8	1.2	15.5	1.1	-14.6	20.2
COc1ccc(C(c2c[nH]c3ccccc23)c2c[nH]c3ccccc23)cc1O	9.5	-5.5	6.2	2.4	35.5	-0.5	-12.0	-15.8
C/C=C(/C)C(=O)O[C@@H]1Cc2c(ccc3ccc(=O)oc23)OC1(C)C	2.0	7.9	-3.2	0.5	21.5	1.1	20.0	3.0
Cc1cc(Br)ccc1OCC(=O)N(Cc1nc(-c2ccccc2)no1)C(C)C	8.5	11.5	-6.7	0.5	24.4	0.9	16.7	-7.1
CN1CC2([N+](=O)[O-])CC=C(Oc3ccccc3)C([N+](=O)[O-])(C1)C2 (centres undefined)	0.3	-0.2	1.1	-0.1	18.2	-0.7	7.5	-0.1
